# Screening data (PubChem BioAssay)
# SMN2 splice enh = qHTS Assay for Enhancers of SMN2 Splice Variant Expression. HEK293 SMN2-luciferase splicing reporter, luminescence, 30-36 h. Potency, µM (titrated, usually from 46.1 µM), inactives show at the highest dose activity change, positive = activation, most hits filed as activators. actives 2.8% (n = 210,000). AID 1458, 2008; also: % of control where 0% means no effect; nearly all actives have a fitted effect of over 55% in size
#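 HEK293 cells carry an SMN2 […]–luciferase reporter in which exon 7 inclusion puts luciferase in frame. Cells were plated 10-12 h before compound addition, then incubated 30-36 h at 37C. ONE-Glo luminescence was read; sodium butyrate at 4.5 mM final served as control.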
# KDM4E inh = qHTS Assay for Inhibitors of Human Jumonji Domain Containing 2E (JMJD2E) | actives 1.6% (n = 230,000) | AID 2147, 2009 | JMJD2E catalytic domain, FDH-coupled NADH fluorescence (FDH is formaldehyde dehydrogenase) | Potency, µM (series often up to 57.1 µM), inactives show top-dose activity change, negative = inhibition, actives largely listed as inhibitors; active = well fitted inhibition curve with a large enough effect, not every such curve was filed as active; inconclusive = small, poorly fitted or top-dose-only effect, or another doubt; inactive = no such curve, though single readings can be large or run the other way;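 also: 0% = wells with enzyme and -100% = buffer wells without enzyme; nearly all actives have a fitted effect of over 50% in size; many of its hits are not listed in these tables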
# ALDH1A1 block = qHTS Assay for Inhibitors of Aldehyde Dehydrogenase 1 (ALDH1A1); Aldehyde dehydrogenase 1A1 (Homo sapiens), P00352; Purified ALDH1A1, NADH fluorescence, propionaldehyde substrate; Potency, µM (series often up to 75.3 µM), for the others: top-dose activity, negative = inhibition, actives largely listed as inhibitors; actives 7.3% (n = 220,000); active = well fitted inhibition curve with a large enough effect, not every such curve was filed as active; inconclusive = small, poorly fitted or top-dose-only effect, or another doubt; inactive = no such curve, though single readings can be large or run the other way;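 also: plate controls were no enzyme wells and a reference inhibitor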
# TR SRC2 fluor cs = Total Fluorescence Counterscreen for Inhibitors of the Interaction of Thyroid Hormone Receptor and Steroid Receptor Coregulator 2; Potency, µM (series often up to 106 µM), inactives show at the top dose fluorescence change, negative = quenching; AID 1479, 2009; actives 0.29% (n = 280,000); TRb/SRC2 Texas Red total fluorescence interference; active = well fitted curve in either direction with a large enough effect; inconclusive = small, poorly fitted or top-dose-only effect; also: % is scaled to controls: 0 for no effect and ±100 for the full control effect
#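 Flags fluorescent or light-absorbing compounds by total fluorescence, S + 2P, at 555 nm excitation and 632 nm emission. Mixture: 20 nM Texas Red SRC2 peptide, 0.6 uM human TRb LBD, 1 uM T3, 5% DMSO; compound exposure 5 h at ambient temperature.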
# RECQ1 helicase = qHTS Assay for Inhibitors of RecQ-Like Dna Helicase 1 (RECQ1) | ATP-dependent DNA helicase Q1 (Homo sapiens), P46063 | RECQ1 DNA unwinding, red fluorescence kinetic read | actives 0.54% (n = 240,000) | Potency, µM (series often up to 57.3 µM), for the others: top-dose activity, negative = inhibition, hits mostly inhibitors | AID 2549, 2010;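 also: plate controls were vehicle for no effect and no enzyme for full effect; nearly all actives have a fitted effect of over 30% in size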
# Target sequence (P46063 whole entry, looked up): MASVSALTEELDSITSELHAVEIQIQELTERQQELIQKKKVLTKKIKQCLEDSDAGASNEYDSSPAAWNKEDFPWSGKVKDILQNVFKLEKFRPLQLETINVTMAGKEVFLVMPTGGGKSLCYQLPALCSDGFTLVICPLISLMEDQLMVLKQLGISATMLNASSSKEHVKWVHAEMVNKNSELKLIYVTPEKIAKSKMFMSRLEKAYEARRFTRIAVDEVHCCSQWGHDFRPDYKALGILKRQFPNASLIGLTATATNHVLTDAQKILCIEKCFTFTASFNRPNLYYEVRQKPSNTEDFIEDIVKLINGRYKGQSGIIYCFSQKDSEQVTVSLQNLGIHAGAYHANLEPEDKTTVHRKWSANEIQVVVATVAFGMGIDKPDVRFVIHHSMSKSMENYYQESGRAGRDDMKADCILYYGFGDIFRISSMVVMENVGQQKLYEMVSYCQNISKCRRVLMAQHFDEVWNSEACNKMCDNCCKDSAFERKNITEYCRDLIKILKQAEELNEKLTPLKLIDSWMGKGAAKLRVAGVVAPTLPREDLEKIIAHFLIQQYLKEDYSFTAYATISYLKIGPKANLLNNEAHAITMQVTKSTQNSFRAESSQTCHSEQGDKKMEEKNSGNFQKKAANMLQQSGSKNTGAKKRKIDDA
#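 50 nM RECQ1T1 preincubated 15 min with compound in Tris pH 8.0 buffer with MgCl2, DTT, Tween-20 and 2.5 ug/ml poly(dI-dC); started with 200 nM TAMRA/BHQ-2 forked duplex and 2 mM ATP. Unwinding read as fluorescence (525/598 nm), two reads 2 h apart.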
# Lamin A splicing = qHTS Assay for Modulators of Lamin A Splicing; HeLa LMNA splicing GFP/RFP minigene ratio, 48 h; Potency, µM (doses to about 46.1 µM), for inactives: at the top dose ratio change, negative = inhibition, actives largely listed as inhibitors; actives 0.01% (n = 200,000); AID 1487, 2009; active = well fitted inhibition curve with a large enough effect in the signal ratio, with a control signal flat, not every such curve was filed as active; inconclusive = small, poorly fitted or top-dose-only effect, or effect the other way, or a change in a side signal; the % refers to the signal ratio; also: % is scaled to controls: 0 for no effect and ±100 for the full control effect
#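 S3 HeLa cells stably expressing lamin A-EGFP splicing minigene plus DsRed2, 600 cells/well, 48 h compound exposure at 37C. Laser-scanning cytometry; analysed as GFP (500-530 nm)/RFP (575-640 nm) total intensity ratio; 0.5% DMSO vehicle.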
# RGS12 GoLoco inh = qHTS Assay for Inhibitors of RGS12 GoLoco Motif Activity (Red Fluorophore) | Guanine nucleotide-binding protein G(i) subunit alpha-1 (Homo sapiens), P63096 | Gai1:RGS12 GoLoco peptide FP, rhodamine, 10 min | Potency, µM (doses to about 61.6 µM), inactives show at the highest dose activity, negative = inhibition, usual class: inhibitors | actives 0.44% (n = 230,000); active = well fitted inhibition curve with a large enough effect, not every such curve was filed as active; inactive = no such curve, though single readings can be large or run the other way; also: % is scaled to controls: 0 for no effect and ±100 for the full control effect; nearly all actives have a fitted effect of over 30% in size; many of its hits are not listed in these tables
# TRb SRC2 PPI = qHTS for Inhibitors of the Interaction of Thyroid Hormone Receptor and Steroid Receptor Coregulator 2 | TRbeta-SRC2 peptide binding, fluorescence polarization; receptor liganded with 1 µM T3 | actives 0.065% (n = 280,000) | Thyroid hormone receptor beta (Homo sapiens), P10828 | Potency, µM (highest dose often 106 µM), for inactives: top-dose activity change, negative = inhibition, actives largely listed as inhibitors;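 also: plate controls were bound peptide for no effect and peptide without receptor for full effect; nearly all actives have a fitted effect of over 50% in size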
# Target sequence (P10828 whole entry, looked up): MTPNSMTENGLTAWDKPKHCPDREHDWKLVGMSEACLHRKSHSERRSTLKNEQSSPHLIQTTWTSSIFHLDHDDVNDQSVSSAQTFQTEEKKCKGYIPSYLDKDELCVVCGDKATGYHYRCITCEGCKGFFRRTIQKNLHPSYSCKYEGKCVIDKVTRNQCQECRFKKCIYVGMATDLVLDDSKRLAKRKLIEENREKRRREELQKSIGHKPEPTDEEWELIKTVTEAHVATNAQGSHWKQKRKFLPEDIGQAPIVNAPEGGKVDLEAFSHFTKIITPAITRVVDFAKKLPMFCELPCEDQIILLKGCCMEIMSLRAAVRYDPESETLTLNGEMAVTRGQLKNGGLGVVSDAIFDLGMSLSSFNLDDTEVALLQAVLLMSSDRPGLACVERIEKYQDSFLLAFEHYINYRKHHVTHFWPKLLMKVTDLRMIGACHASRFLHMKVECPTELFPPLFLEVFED
#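 Read-out is fluorescence polarization (555 nm excitation, 632 nm emission) of a Texas Red SRC2 coactivator peptide; loss of signal reflects blocked binding to human TRb ligand-binding domain in the presence of 1 uM T3.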
# An asterisk follows results filed as active; i = inactive; ? = inconclusive; · = not tested or not shown; & = joins results of further samples; [ ] = remark or other dose. Unless noted, calls follow the shape of the dose curve; as a rule, active = well fitted curve in the direction sought with a large enough effect; inconclusive = small, poorly fitted or top-dose-only effect, or another doubt; inactive = no such curve, though single readings can be large; an effect the other way counts as inactive or inconclusive. Potency is read from the fitted curve at half-maximal effect. This is a subset; the hit share may differ from the screen's.
molecule | Lamin A splicing | TR SRC2 fluor cs | KDM4E inh | TRb SRC2 PPI | RECQ1 helicase | SMN2 splice enh | ALDH1A1 block | RGS12 GoLoco inh
CCOc1ccc(NCc2nnc(SCc3ccccc3Cl)n2-c2ccccc2)cc1 | -5% | -3% | -6% | -4% | -5% | -10% | 13µM* | 2%
CC(=O)NCCc1ccc(O)c(O)c1 | ? | -4% | 18µM* | -3% | -10% | -9% | 28µM* | -9%
CCOC(=O)Cn1ncn(-c2ccc(OC(F)(F)F)cc2)c1=O | · | 3% | 3% | 6% | i | · | -1% | 3%
COc1cc(OC)cc(-c2cc(N)n(S(=O)(=O)c3cccc4nsnc34)n2)c1 | · | -1% | -2% | 1% | -7% | · | · | -6%
CC(C)OC(=O)[C@@H]1CC[C@H](C)[C@@H](CCCC=O)O1 | · | 2% | 12% | 8% | -7% | 4% | 1% | 3%
Oc1ccc(Cl)cc1CNc1ccc(Br)cn1 | 0% | -7% | -21% | 5% | -28% | · | 5% | 9%
COc1ccccc1NS(=O)(=O)c1cccc(C(=O)NN=C2CCCCCC2)c1 | -9% | -1% | 30%[activator] | -4% | -7% | -7%[1.84 µM] | 13µM* | 19%
CC1=C(C(=O)OCC2CCCO2)C(c2cccc(C(F)(F)F)c2)C2=C(CC(c3ccco3)CC2=O)N1 (configuration not stated) | -20% | 0% | ? | -6% | -9% | -1% | ? | 12%
Cc1ccc(-c2csc3ncnc(N4CCc5ccccc5C4)c23)cc1 | ? | 2% | ? | -19% | i | -11% | 6% | 4%
COC(=O)CCC(=O)NNC(=O)CCCOc1ccc(Cl)cc1Cl | -5% | -2% | 1% | -3% | 0% | -12% | -5% | 8%
O=C(CSc1nnc(NC(=O)c2ccco2)s1)NCc1ccc2c(c1)OCO2 | · | 0% | ? | -3% | 4% | 10% | 5% | -3%
O=C(Cn1nnc2ccccc2c1=O)NCC1CCC(C(=O)O)CC1 (configuration not stated) | · | 1% | 7% | -1% | 12% | · | · | -5%
CCCN(Cc1ccccc1)C(=S)Nc1ccc(OC(F)F)cc1 | ? | -1% | 2% | 6% | -11% | · | -9% | ·
O=C(Nc1nc(=S)ss1)c1c(F)cccc1F | 4% | 0% | 2% | 0% | -1% | -6% | 22µM* | 3%
CC(C)CNC(=O)COC(=O)c1ccc(F)cc1Cl | -20%[46 µM] | -6% | -4% | -6% | -9% | 3% | 14% | 6%
COc1ccc2c(=O)c3c(=O)n(Cc4ccco4)c(-c4cc(OC)c(OC)c(OC)c4)nc3oc2c1 | 7% | -1% | -19% | -9% | -6% | 5% | -8% | 1%
O=C(O)c1cccc(S(=O)(=O)Nc2ccc3oc(=O)sc3c2)c1 | 9% | -2% | ? | 1% | -3% | -12% | 5% | -5%
O=C(CCNc1ccc(F)cc1)c1cc2ccccc2o1 | -24%[9.22 µM] | -3% | -14% | -2% | -18% | 1% | 0.1µM* | 5%
COc1ccc(CCn2c(-c3ccc(Cl)cc3)n[nH]c2=S)cc1OC | · | 2% | -26% | -1% | ? | -30%[inhibitor] | ? | 2%
CCCCn1c(=O)[nH]c(=O)c2c1ncn2Cc1ccco1 | 0% | -3% | 2% | -4% | 3% | -11% | -5% | 11%
O=C(NNC(=S)Nc1ccc(Br)cc1)c1ccc(N2CCOCC2)c([N+](=O)[O-])c1 | -11% | 3% | -5% | 2% | -6% | -21% | 0.89µM* | 11%
COC(=O)c1ccc(Oc2cc(C)nc(Cl)n2)cc1 | · | -2% | -3% | 2% | 18% | -4% | ? | 0%
COCc1[nH]c(=S)c(C#N)cc1C(=O)OC | · | -5% | 25µM* | -8% | 17% | · | · | -26%
Cc1ccc(NS(=O)(=O)c2cc(NC(=O)c3ccc4c(c3)NC(=O)CS4)ccc2C)c(C)c1 | ? | -1% | ? | -4% | 7% | -42%[inhibitor] | 14µM* | 9%
CC(C)C(C(=O)O)N1C(=O)/C(=C/c2cccn2C)SC1=S (configuration not stated) | -13% | 1% | -7% | -7% | 12% | -6% | -7% | 9%
COCCNC(=O)CN1CCN(Cc2cccc(Cl)c2)C1=O | -5% | 2% | 3% | 4% | -3% | -20% | 11% | 5%
O=C1CC[C@H](C(=O)O)N1 | · | -1% | · | -6% | -8% | 5% | 14% | -15%
CCCCNC(=O)c1onc(CSc2ccccc2C)c1C(=O)O | 11%[0.0737 µM] | -2% | 2% | -9% | 3% | 12% | 4% | -1%
CCc1ccc(OCC(=O)NCc2ccco2)c(Br)c1 | 10% | 0% | 5% | -3% | i | 3% | ? | 2%
COc1cccc(NC(=O)NCCC2=CCCCC2)c1 | · | 2% | 3% | -1% | 15% | 14µM* | -1% | 4%
COc1ccc2nc(C)cc(SCC(=O)N/N=C/c3cccc4ccccc34)c2c1 | -23% | 1% | -26% | -18% | -6% | 3% | -8% | -8%
COc1ccc(NC(=O)c2ccc(Cl)c(S(=O)(=O)N3CCc4ccccc4C3)c2)cn1 | ? | 3% | ? | -7% | -25% | -55%[inhibitor] | ? | -6%
Cc1cc(NC(=O)CSc2nnc3c(C)cc4c(C)ccc(C)c4n23)no1 | ? | -1% | -4% | -19% | i | 7% | 0% | 8%
COc1ccc(C(=O)Nc2ccccc2C(=O)NCCCn2ccnc2)cc1 | -6% | -2% | 8% | -6% | -6% | -7% | -2% | 9%
Cc1ccc(S(=O)(=O)NC(=O)c2ccc(Br)o2)cc1 | ? | -2%&-1% | -5% | -1%&6% | -2%[81.1 µM] | -4% | 8%&8% | -53%[88.7 µM]
O=C(CCn1cnc2ccccc21)N=Nc1c(O)[nH]c2ccccc12 | · | -1% | 5% | -4% | 2% | · | · | 0%
CS(=O)(=O)N(CC(=O)Nc1ccc(S(=O)(=O)N2CCOCC2)cc1)c1cccc(F)c1 | 5%[46 µM] | 1%[53 µM] | 1% | -2%[53 µM] | -17% | · | 3% | 7%
COC(=O)Cc1cc(=O)[nH]c(Nc2nc3ccccc3o2)n1 | -8% | -5% | 11% | -12% | -1% | 24% | 6% | 6%
COc1ccccc1NC(=O)c1c(C)oc2c1CCCC2 | -13% | -3% | -2% | -21% | 6% | -6% | ? | -6%
Cc1scc(C(=O)O)c1-c1c(C(=O)O)csc1C | 1% | 0% | 2% | -5% | -2% | 12% | 3% | -11%
C=CCn1c(=N)n(CC(=O)c2ccc(OC)cc2)c2ccccc21 | · | -1% | -5% | -1% | 14% | · | · | 7%
CCCOc1ccc(-c2nc(-c3ccc(N)cc3)cs2)cc1 | · | -3% | -29% | -2% | -11% | · | · | 9%
COc1ccccc1NC(=O)NC(N)=O | -8% | 2% | 6% | 18% | -12% | -3% | 22% | -6%
CN(C1CCCCC1)S(=O)(=O)c1ccc2c(c1)c(=O)c(C(=O)N1CCc3ccccc3C1)cn2C | -1% | -3% | 10% | 7% | -7% | 21% | 9% | 0%
O=S(=O)(CCc1ccccc1)c1nc2ccccc2s1 | · | -3% | 1% | 10% | i | 5% | -5% | -9%
O=C(NCc1ccc(F)cc1)C1CCCN(c2nc3ccsc3c(=O)s2)C1 (configuration not stated) | 7%[46 µM] | -2% | ? | 1% | 9% | -5% | ? | 3%
CCN(CC)C(=O)Oc1ccc2ccccc2c1Br | · | -1% | 4% | 1% | -17% | ? | -3% | -2%
CSc1nc2cc(F)c(F)cc2n1C | -11% | -4% | -1% | -8% | 1% | 17% | 15% | 0%
CCOC(=O)c1oc2nc(C(C)C)c3c(c2c1N)CC(C)(C)OC3 | 5% | -6% | ? | 8% | -2% | -8% | ? | 3%
CC(C)(C)NC(=O)Cn1c(SCC(=O)Nc2nccs2)nc2ccccc21 | -17% | -6% | 4% | 7% | 6% | -4% | 2% | 1%
N#Cc1c(N)oc(-c2ccc3c(c2)OCO3)c1-c1ccc2c(c1)OCO2 | -6% | -2% | ? | 5% | -2% | 7% | ? | 109%[activator]
CCC(C)(C)c1ccc(OCC(=O)N(C)C)c(C(C)(C)CC)c1 | · | 0% | -6% | 0% | 4% | -42%[inhibitor] | ? | -24%
Cn1c(SCc2ccccc2)nnc1-c1cnccn1 | 10% | 0% | 8% | 4% | 0% | 8% | 0% | 7%
CCOC(=O)c1c(NC(=O)COC(=O)c2ccccn2)sc2c1CCC2 | -15% | -7% | -5% | 3% | -2% | -15% | ? | 18%
C=CCn1c(=O)c2ccccc2n2c(SCC(=O)Nc3sc(C)c(CC)c3C(=O)OCC)nnc12 | -11% | -1% | 0% | 4% | -4% | -23% | ? | 34%[activator]
Cc1nc(NC2CCCCC2)c2nc(-c3ccccc3)n(CCCN3CCOCC3)c2n1 | · | -2% | ? | -5% | i | -33% | ? | 4%
C[N+](C)(C)C/C=C1/COCO1 | 10% | -2% | -14% | -6% | i | 8% | 2% | 10µM*
CC(=O)OC1CSC2c3ccccc3C(=O)N2Cc2sccc21 (configuration not stated) | · | 0% | -4% | -11% | -2% | · | -3% | 5%
CCCCCCCc1cc2c(cn1)=C(OC)C(C)(OC(C)=O)C(=O)C=2Cl (configuration not stated) | · | 0% | -4% | 7% | -3% | 5% | -11% | 2%
COc1cccc(Cn2c(=O)cnc3cnc(OCc4ccccc4)nc32)c1 | 2% | · | · | · | i | · | -2% | -2%
c1ccc(C2NCCn3cccc32)cc1 (configuration not stated) | 5% | -1% | ? | 1% | i | -7% | ? | -3%
CC(C)(C)NS(=O)(=O)c1ccc(NC(=O)C(Sc2ccccc2)c2ccccc2)cc1 (configuration not stated) | ? | -1% | -5% | -13% | -5% | -50%[inhibitor] | 0% | 14%
